Screening data (PubChem)
Pin1 inh = inhibitors of human Pin1; Potency, µM (series often up to 115 µM), for inactives: at the top dose activity, negative = inhibition, most hits filed as inhibitors; AID 504891; Q13526; 390,000 tested, 0.009% active; Pin1 FP peptide displacement, HiFluor488, 10 min; active means well fitted inhibition curve with a large enough effect in the polarisation, with a control signal flat, not every such curve was filed as active; inconclusive means small, poorly fitted or top-dose-only effect, or effect the other way, or a change in a side signal; inactive means no such curve, though single readings can be large or run the other way; the % refers to the polarisation; further: potency means the concentration at half of the fitted maximal effect; on the % scale 0 is the no-effect control and ±100 the full control effect
Target sequence (Q13526 whole entry, looked up): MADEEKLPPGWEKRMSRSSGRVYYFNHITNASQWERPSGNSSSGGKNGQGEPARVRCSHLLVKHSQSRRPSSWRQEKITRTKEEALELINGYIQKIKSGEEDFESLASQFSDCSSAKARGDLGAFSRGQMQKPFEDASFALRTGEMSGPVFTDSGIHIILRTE
G9a block = G9a (human) methyltransferase inhibition; Q96KQ7; G9a H3K9 monomethylation, AlphaScreen, 2 h; Potency, µM (series often up to 102 µM), for inactives: at the highest dose activity, negative = inhibition, actives largely listed as inhibitors; 350,000 tested, 8.8% active; further: potency means the concentration at half of the fitted maximal effect; on the % scale 0 is the no-effect control and ±100 the full control effect; nearly all actives have a fitted effect of over 75% in size
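AlphaScreen detection with an anti-monomethyl H3K9 antibody quantified product after a 2 h room-temperature reaction containing 500 nM biotinylated H3K9 peptide, 20 µM SAM and 20 nM enzyme, which had been preincubated 15 min with compound.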
PI4K2A inh = PI4K2A (human) kinase inhibition; purified PI4K2A, ADP-Glo luminescence, 1 h; stronger effect = lower value; activity change, negative = inhibition, % at 76.9 µM; AID 1346378; 420,000 tested, 0.13% active; Q9BTU6; in the data active means activity change below about -50%; inconclusive means mostly about -30% to -49%;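 further: -100% = wells without enzyme as full effect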
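PI4K2A activity was measured by ADP-Glo luminescence: enzyme (4 ug/mL stock) and phosphatidylinositol (1.2 mM stock) in Tris pH 7.5/MgCl2/EGTA/Triton X-100 buffer were reacted with ATP (300 microM stock) for one hour at ambient temperature.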
Tb PGK inh = inhibitors of T. brucei phosphoglycerate kinase | P07378 | PGK/GAPDH coupled, Kinase-Glo luminescence, 60 min | Potency, µM (series often up to 57.5 µM), inactives show at the top dose activity change, negative = inhibition, usual class: inhibitors | 380,000 tested, 0.043% active | AID 602233; further: potency means the concentration at half of the fitted maximal effect; on the % scale 0 is the no-effect control and ±100 the full control effect; nearly all actives have a fitted effect of over 60% in size
Target sequence (P07378 whole entry, looked up): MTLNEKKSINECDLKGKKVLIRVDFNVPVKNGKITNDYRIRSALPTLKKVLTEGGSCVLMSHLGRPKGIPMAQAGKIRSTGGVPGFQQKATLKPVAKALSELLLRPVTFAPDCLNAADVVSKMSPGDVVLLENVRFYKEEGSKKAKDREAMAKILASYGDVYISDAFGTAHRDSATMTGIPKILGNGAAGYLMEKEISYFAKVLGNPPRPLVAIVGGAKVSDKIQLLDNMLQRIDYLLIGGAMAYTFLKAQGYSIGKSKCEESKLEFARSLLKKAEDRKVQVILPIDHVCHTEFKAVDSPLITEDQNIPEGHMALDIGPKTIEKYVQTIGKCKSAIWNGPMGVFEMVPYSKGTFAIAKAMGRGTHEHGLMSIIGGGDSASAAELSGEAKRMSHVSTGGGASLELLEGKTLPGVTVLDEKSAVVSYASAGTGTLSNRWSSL
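Luminescent ATP detection (Kinase-Glo Plus) follows a 60-minute room-temperature incubation, with wells lacking PGK as controls. Buffer: 100 mM TEA (pH 7.6), 5 mM MgCl2, 0.01% Tween-20. Coupling enzyme GAPDH (100 nM final) supplies unstable 1,3-BPG in-well.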
BAZ2B block = BAZ2B (human) inhibition. Q9UIF8. AlphaScreen BAZ2B-H3K14Ac peptide displacement. Potency, µM (titrated, usually from 114 µM), for inactives: at the highest dose activity change, negative = inhibition, hits mostly inhibitors. 360,000 tested, 4.4% active; further: potency means the concentration at half of the fitted maximal effect; on the % scale 0 is the no-effect control and ±100 the full control effect; nearly all actives have a fitted effect of over 60% in size
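BAZ2B (50 nM) with biotin-H3(5-23)K14Ac peptide (50 nM) in PBS pH 7.4, 0.01% Tween-20, preformed 30 min, then compound 30 min at room temperature; top concentration 110uM. AlphaScreen streptavidin donor/nickel chelate acceptor beads (10 ug/mL final), 20 min dark, signal read.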
HP1b binding inh = blocks HP1-beta chromodomain binding to methylated histone tails; P83916; AlphaScreen HP1-beta / biotin-H3K9me3 peptide binding; Potency, µM (titrated, usually from 114 µM), for inactives: at the highest dose activity change, negative = inhibition, hits mostly inhibitors; 390,000 tested, 0.56% active; AID 540317; further: potency means the concentration at half of the fitted maximal effect; nearly all actives have a fitted effect of over 70% in size; inactives centre near 23
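AlphaScreen: HP1-beta (50 nM) preformed 30 min with biotin-H3(1-18)K9me3 peptide (50 nM) in PBS pH 7.4, 0.01% Tween-20. Compound added for 30 min at RT, then streptavidin donor/nickel chelate acceptor beads (10 ug/mL) for 30 min.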
GLS inhibitor = inhibitors of human glutaminase (GLS); 410,000 tested, 0.21% active; GLS enzymatic activity, qHTS titration; Potency, µM (highest dose often 45.5 µM), for the others: top-dose activity change, negative = inhibition, usual class: inhibitors; O94925; AID 624170; further: potency means the concentration at half of the fitted maximal effect; on the % scale 0 is the no-effect control and ±100 the full control effect
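Two-point fluorescence kinetic (t0, 30 min RT) for hKGA; glutamate detected via glutamate oxidase–HRP–Amplex Red. Substrate: 1 mM L-glutamine solution; buffer 45 mM KH2PO4, pH 8.2.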
JMJD2A Tudor inh = JMJD2A Tudor domain (human) inhibition | O75164 | AlphaScreen JMJD2A-Tudor / H3K4me3 peptide binding | Potency, µM (titrated, usually from 114 µM), for the others: at the highest dose activity change, negative = inhibition, most hits filed as inhibitors | 390,000 tested, 4.4% active | AID 504339; further: potency means the concentration at half of the fitted maximal effect; on the % scale 0 is the no-effect control and ±100 the full control effect; nearly all actives have a fitted effect of over 50% in size
ERG Ets-DNA blk = blocks human ERG Ets domain binding to DNA; fluorescence polarization, His-ERG Ets domain / labelled DNA; Potency, µM (titrated, usually from 76.9 µM), for the others: at the highest dose FP activity, negative = inhibition, most hits filed as inhibitors; 370,000 tested, 0.028% active; AID 624246; active means well fitted inhibition curve with a large enough effect in the polarisation, with a control signal flat; inconclusive means small, poorly fitted or top-dose-only effect, or effect the other way, or a change in a side signal; inactive means no such curve, though single readings can be large or run the other way; the % refers to the polarisation;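 further: polarization taken with two DNA probes labelled with fluorescein and Texas red; potency means the concentration at half of the fitted maximal effect; % of control where 0% means no effect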
Target sequence (P11308 whole entry, looked up, the tested form may be a part): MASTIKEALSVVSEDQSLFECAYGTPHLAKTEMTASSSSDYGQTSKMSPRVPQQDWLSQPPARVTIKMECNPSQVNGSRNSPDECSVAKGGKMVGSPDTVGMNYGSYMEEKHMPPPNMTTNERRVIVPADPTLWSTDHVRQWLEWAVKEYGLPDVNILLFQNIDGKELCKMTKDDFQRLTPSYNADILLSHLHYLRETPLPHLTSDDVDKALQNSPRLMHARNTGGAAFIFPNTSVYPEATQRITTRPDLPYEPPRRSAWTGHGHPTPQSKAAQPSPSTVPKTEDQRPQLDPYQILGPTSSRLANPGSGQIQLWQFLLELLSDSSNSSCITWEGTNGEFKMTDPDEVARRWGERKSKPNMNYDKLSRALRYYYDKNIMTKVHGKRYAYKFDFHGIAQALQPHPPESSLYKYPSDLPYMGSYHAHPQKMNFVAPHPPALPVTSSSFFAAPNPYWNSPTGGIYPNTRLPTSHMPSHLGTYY
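His-tagged ERG Ets domain (1 uM in the protein solution; 300mM KCl, 50mM Tris-HCl, 1mM EDTA, 1mM DTT, pH 7.5) received compound, then a probe mix of 5 nM fluorescein-DNA and 100nM Texas-615-DNA. Fluorescence polarization was read for both dyes.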
* marks the source's active call; other numbers are inactive results; i = inactive; ? = inconclusive; . = not tested or not shown; [ ] = remark or other dose. Unless noted, the call rests on the fitted dose curve; in most records, active means well fitted curve in the direction sought with a large enough effect; inconclusive means small, poorly fitted or top-dose-only effect, or another doubt; inactive means no such curve, though single readings can be large; an effect the other way counts as inactive or inconclusive. This is a random part of the collection. About 11% of those tested had a hit in this group.

entry | G9a block | PI4K2A inh | JMJD2A Tudor inh | Pin1 inh | ERG Ets-DNA blk | BAZ2B block | Tb PGK inh | HP1b binding inh | GLS inhibitor | Compound
1 | 8.7%[59 µM] | -9.0 | -10.8% | -1.0% | 0.0% | 6.6% | -0.5% | 10.0% | 1.4% | COc1ccc(-n2nc3cc(C)c(NC(=O)c4cccnc4)cc3n2)cc1
2 | 8.6% | 7.7 | 7.1% | -1.9% | 2.0% | -0.7% | i | 61.0%[activator] | -10.7% | O=C(/C=C/c1ccc(Br)cc1)N1CCN(c2cccc(C(F)(F)F)c2)CC1
3 | 9.2%[2.33 µM] | 2.4 | -16.2% | -4.2% | -7.5% | -0.8% | -0.9% | 11.9% | -10.7% | CCOC(=O)[C@H]1[C@H]2COc3cc(OC)ccc3[C@@H]2N2C(=O)c3cc(F)ccc3NC(=O)[C@@]12C
4 | -30.7% | -4.1 | ? | 45.5%[activator] | 0.1% | -29.1% | -11.0% | 41.1% | 10.9% | Cc1ccc(-c2c(C#N)c(N)n3c(nc4ccccc43)c2C#N)cc1
5 | 14.2% | 0.5 | -8.3% | 4.4% | -5.8% | -0.1% | -3.7% | 30.3%[activator] | 1.1% | COc1ccc(OC)c(S(=O)(=O)N2CCc3ccccc3C2)c1
6 | ? | 0.6 | -17.7% | ? | 0.6% | . | -0.5% | 8.6% | -10.1% | Brc1ccc(-c2nc3ccccn3c2Nc2ccc3c(c2)OCCO3)o1
7 | -1.4% | -2.0 | -17.4% | -1.5% | 9.2% | . | -6.7% | 6.7% | -0.8% | O=C1CCCC(O)=C1C=Nc1cccc(C(F)(F)F)c1
8 | -11.2% | 0.4 | -13.1% | 14.7% | -6.5% | 12.6% | -9.1% | 54.4%[activator] | 4.7% | Cc1ccc(-n2ncc3c(=O)[nH]c(SCC(=O)N4CCCCC4)nc32)cc1
9 | 15.9% | 1.6 | -30.2% | -3.6% | . | -31.7% | . | 29.4% | 14.7% | Cn1cccc1/C=C1\SC(=O)N(CC(=O)Nc2ccc(Cl)cc2)C1=O
10 | 9.7%[59 µM] | 2.1 | -1.1% | -2.4% | . | 2.0% | 0.6% | 28.5% | 27.5% | Cc1cc(C)c2c(c1)OC(O)(C(F)F)CC2=O (stereo unspecified)
11 | 8.91µM* | 3.3 | ? | -3.5% | -4.2% | -32.7% | -0.2% | ? | 4.4% | COC(=O)c1ccc(N2CCC(C)CC2)c(N)c1
12 | 20.7% | 6.2 | 0.0% | ? | 2.3% | -1.3% | 1.3% | 47.4%[activator] | 8.0% | CCCCc1ccc(NC(=S)NCc2cccc(OC)c2)cc1
13 | -10.4%[2.33 µM] | -2.3 | -25.2% | -4.4% | 3.3% | ? | -10.9% | 22.5% | -4.9% | CC(=O)c1cccc(S(=O)(=O)N2CCC(C(=O)OC3CCOC3=O)CC2)c1 (stereo unspecified)
14 | -33.5% | -0.5 | -32.9% | 53.8%[activator] | 3.3% | -7.5% | -6.1% | 28.6% | 8.2% | O=C(Cc1ccc(Cl)cc1)Nc1ccc(-c2nnc(-c3ccco3)o2)cc1
15 | -3.4%[2.33 µM] | 5.7 | -4.0% | 3.4% | 1.9% | 11.1% | 7.0% | 18.0% | 3.3% | COCCCn1c2nc3ccccc3nc2c2c(=O)n(CC3CCCO3)cnc21 (stereo unspecified)
16 | 5.7% | -0.2 | -19.6% | -0.4% | 13.3% | ? | -4.6% | 1.4% | -4.2% | CC(C)CCN(Cc1ccco1)S(=O)(=O)c1csc(C(N)=O)c1
17 | 16.9% | -0.5 | ? | -0.4% | 17.4% | -0.7% | -6.0% | 21.0% | -12.9% | CC(C)(C)OC(=O)N1CCC[C@H]1C(=O)Nc1ccc(C#N)cc1
18 | -7.4% | -3.1 | -8.5% | -17.4% | -7.0% | 4.5% | 3.2% | -2.7% | 11.6% | CN(CC(=O)Nc1cccc(F)c1)C(=O)CCCNC(=O)c1ccc(Cl)cc1
19 | 50.1µM* | 1.1 | ? | -1.0% | -2.5% | 50.1µM* | -4.4% | -8.1% | 5.5% | CC(=O)c1ccc(NC(=O)CSc2nnc(Cc3cccn3C)n2-c2ccc(F)cc2)cc1
20 | 1.6%[12.7 µM] | 2.7 | -16.2% | -4.0% | 0.8% | 2.3% | -9.7% | 2.7% | -3.8% | NC(=O)C1CCN(C(=O)CN2C(=O)c3ccccc3S2(=O)=O)CC1
21 | 0.9%[2.33 µM] | -0.8 | -8.5% | -11.1% | 9.8% | -0.6% | -4.3% | 32.2% | 0.0% | CCCc1cc(NCCCN(C)C)n2c(nc3ccccc32)c1C#N
22 | -42.8%[59 µM] | -9.7 | -13.0% | 2.2% | -5.8% | -23.5% | i | 28.7% | -2.6% | Cc1ccc(Cl)cc1N1CCN(C(=O)C2CCCN(S(=O)(=O)c3ccc(Br)s3)C2)CC1 (stereo unspecified)
23 | 0.0%[12.7 µM] | 6.4 | 7.4% | -4.7% | -6.1% | 9.1% | -8.3% | 11.9% | . | c1ccc2c(c1)OCC(c1nn3cnnc3s1)O2 (stereo unspecified)
24 | ? | -0.5 | -29.9% | -1.2% | 7.5% | -22.0% | -5.2% | 20.2% | 0.5% | COc1ccc(NC(=O)CCc2nc3ccccc3s2)c(OC)c1
25 | -50.6% | -1.2 | -23.2% | 0.3% | 4.2% | 50.1µM* | -0.7% | -15.3% | 1.8% | Nc1cc(C(F)(F)F)ccc1Nc1ccccc1
26 | ? | 4.9 | -33.3% | 2.5% | 2.3% | -35.5% | -0.9% | -5.8% | 8.3% | CN1CCN(C(=O)c2ccc(CSc3ccc(Cl)cc3)cc2)CC1
27 | -23.3% | 7.0 | 11.2µM* | -10.2% | 3.5% | -5.8% | i | 6.1% | -11.4% | Cc1cc(C(=O)NN=C2CCCC2)c2ccccc2n1
28 | 9.9%[59 µM] | 3.7 | -10.4% | -1.7% | -5.3% | 2.0% | -5.9% | 33.6% | -4.4% | O=C(NC12CC3CC(CC(C3)C1)C2)N1CCN(S(=O)(=O)c2ccc(Cl)cc2)CC1
29 | . | -2.4 | -17.4% | -0.9% | -5.5% | . | i | -0.1% | 6.1% | O=C1c2ccccc2-c2c1c1ccccc1c(=O)n2CCO
30 | ? | -1.9 | -17.2% | -3.4% | 0.6% | -25.7% | -7.4% | 26.9% | 0.5% | CCc1nc(-c2cc(S(=O)(=O)N3CCN(c4ccc(F)cc4)CC3)ccc2OC)no1
31 | -4.9%[59 µM] | -3.0 | 1.7% | -2.6% | 9.5% | -11.3% | i | 20.8% | 9.4% | CCNc1c(NC(=O)c2cc(OCC)c(OCC)c(OCC)c2)c(=O)oc2ccccc12
32 | -43.3%[59 µM] | -2.0 | -22.5% | 6.3% | . | -33.2% | 2.0% | 2.7% | 41.4%[activator] | CCOC(=O)CNC(=O)c1ccc2[nH]c3c(c2c1)CCCC3
33 | -32.8%[59 µM] | -0.3 | -21.4% | 42.7%[activator] | 5.5% | 6.1%[57.1 µM] | -0.3% | -9.7% | -0.6% | Cc1ccc(CNC(=O)Cn2cc(C(=O)c3ccc(F)cc3)c(=O)c3ccc(C)nc32)cc1
34 | 5.2%[59 µM] | 0.0 | 4.1% | 1.7% | -1.7% | . | 6.9% | 39.7%[activator] | 2.0% | CCN(CC)S(=O)(=O)c1cccc(-c2nnc(SCC#N)n2Cc2ccccc2)c1
35 | -3.8%[59 µM] | -2.7 | -11.6% | 1.1% | 2.7% | -12.1% | 0.0% | 11.7% | -5.9% | COc1ccccc1CNC(=O)CCc1c(C)c2cc3c(C)c(C)oc3cc2oc1=O
36 | . | 0.0 | -22.1% | -2.3% | 3.3% | . | -8.9% | 18.4% | 8.4% | Cc1ccc2c(c1)C(=O)C(=O)N2c1ccc(Cl)cc1
37 | 16.6%[59 µM] | -2.5 | -11.7% | 5.0% | 4.5% | -7.8% | 3.7% | 31.4% | -2.7% | CCOc1ccc(C(=O)Cn2c(=O)n3nc(CCn4nc(C)cc4C)nc3c3cc(OC)c(OC)cc32)cc1
38 | -23.5% | -1.6 | -8.6% | 1.8% | . | 27.1% | -0.8% | 19.4% | 1.8% | Cc1ccccc1NC(=O)C(=O)NCCCN1CCCC1=O
39 | 26.1% | 14.5 | 17.3% | 6.0% | -6.7% | 17.1% | -5.4% | 42.9%[activator] | -8.4% | Cc1ccc(C)c(OCc2nc(-c3cccnc3)no2)c1
40 | . | -1.8 | -3.4% | -6.3% | 4.6% | 1.5% | -12.2% | 39.6%[activator] | -8.5% | C/C=C(\C)CN1CCC(n2nccc2NC(=O)c2ccc(OC)cc2)CC1
41 | 17.0% | 6.6 | -3.8% | -1.9% | -6.2% | -4.3% | -1.7% | 33.0%[activator] | 1.8% | COc1ccc(N2CCN(S(=O)(=O)c3ccc4oc(=O)ccc4c3)CC2)cc1
42 | -6.9%[12.7 µM] | -0.5 | -4.7% | 2.0% | . | -4.5% | i | 24.0% | -4.0% | Cc1sc(NC(=O)c2ccccc2)c(C(=O)NC(C)C)c1C
43 | -4.5%[59 µM] | -3.9 | 5.8% | 5.5% | -0.8% | 1.3% | -9.1% | 11.4%[57 µM] | -2.9% | Cc1ccc(C)c(NC(=O)CSc2nc3c([nH]c4ccccc43)c(=O)n2-c2ccc(F)cc2)c1
